MITF primary: MITF inhibitors, primary screen, biochemical, AlphaScreen, human. inhibition, % at 2.6 µM. 650,000 compounds, 0.91% hits. Microphthalmia-associated transcription factor (Homo sapiens), O75030. AlphaScreen MITF homodimerization, bead proximity signal; in the data active means inhibition above about 50%;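 further: 0% = vehicle wells with protein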
Target sequence (O75030 whole entry, looked up): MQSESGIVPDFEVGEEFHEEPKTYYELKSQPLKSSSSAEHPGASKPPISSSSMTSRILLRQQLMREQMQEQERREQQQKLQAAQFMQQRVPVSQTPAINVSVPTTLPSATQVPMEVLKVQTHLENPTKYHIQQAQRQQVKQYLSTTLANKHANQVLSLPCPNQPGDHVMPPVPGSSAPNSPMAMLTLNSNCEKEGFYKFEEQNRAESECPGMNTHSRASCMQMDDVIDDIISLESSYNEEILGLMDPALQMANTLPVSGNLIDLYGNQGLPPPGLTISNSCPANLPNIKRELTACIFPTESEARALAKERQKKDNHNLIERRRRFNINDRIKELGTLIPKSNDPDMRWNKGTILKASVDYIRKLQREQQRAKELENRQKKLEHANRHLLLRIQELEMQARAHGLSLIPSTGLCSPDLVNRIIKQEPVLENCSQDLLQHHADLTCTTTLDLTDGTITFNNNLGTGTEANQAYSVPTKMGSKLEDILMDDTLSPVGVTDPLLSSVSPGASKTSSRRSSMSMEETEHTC
FBW7 act: FBW7 E3 ligase activators, primary screen, biochemical, AlphaScreen, human; normalized activity (activation), % at 26.1 µM; F-box/WD repeat-containing protein 7 (Homo sapiens), Q969H0; AID 1259310, 2017; AlphaScreen FBW7–phospho-cyclin E peptide binding, activator screen; 650,000 compounds, 0.13% hits; in the data active means normalized activity above about 1.9%;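 further: purified mutant Fbw7 with reduced substrate affinity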
GPR151 activ: activators of human GPR151, primary screen, cell-based, PathHunter beta-arrestin, luminescence; PathHunter beta-arrestin GPR151 cells; activation, % at 11.2 µM; G-protein coupled receptor 151 (Homo sapiens), Q8TDV0; 650,000 compounds, 1% hits; in the data active means activation above about 4.9%;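 further: 0% = median of compound wells and 100% = cells with positive control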
Target sequence (Q8TDV0 whole entry, looked up): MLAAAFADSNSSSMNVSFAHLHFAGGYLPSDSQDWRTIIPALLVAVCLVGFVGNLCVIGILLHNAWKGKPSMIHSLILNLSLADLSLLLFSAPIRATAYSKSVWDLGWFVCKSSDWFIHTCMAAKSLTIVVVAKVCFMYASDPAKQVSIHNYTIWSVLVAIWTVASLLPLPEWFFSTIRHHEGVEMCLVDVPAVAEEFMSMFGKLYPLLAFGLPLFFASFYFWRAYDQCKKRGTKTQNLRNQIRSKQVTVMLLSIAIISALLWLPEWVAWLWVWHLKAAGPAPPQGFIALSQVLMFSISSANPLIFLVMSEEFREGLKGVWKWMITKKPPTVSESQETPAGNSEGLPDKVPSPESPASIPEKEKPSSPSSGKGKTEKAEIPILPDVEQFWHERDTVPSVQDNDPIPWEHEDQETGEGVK
TEAD-YAP block: TEAD-YAP interaction inhibition, primary screen, TEAD-YAP interaction inhibitor project, luminescence, HEK-TIYL cells. TEAD-Gal4/YAP UAS-luciferase luminescence. inhibition, % at 9.12 µM. 640,000 compounds, 1.4% hits. AID 1259422, 2018; in the data active means inhibition above about 32%;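 further: 0% = median of test compound wells and 100% = reference inhibitor wells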
The depositor's hits bear a star.

Values run as follows: TEAD-YAP block	MITF primary	FBW7 act	GPR151 activ
CCOc1cc(C(=O)NC(C)c2ccncc2)cc(OCC)c1OCC (stereo not given)
→ 3	15	-0.1	-0.2
Cc1ccc(CNC(=O)C2CCN(c3nnnn3-c3ccccc3)CC2)cc1
→ 10	16	0.3	0.7
CCSc1nnc(NC(=O)CC(NC(=O)C(F)(F)F)c2ccccc2)s1 (stereo not given)
→ -2	-8	-0.3	0.2
O=[N+]([O-])c1ccc(N2CCc3ccccc3C2)cc1
→ -22	2	-0.4	-1.1
CC(=O)Nc1c(-c2ccccc2)c(C)nn1Cc1ccccc1
→ 1	2	-0.2	4.1
CCn1c(CCNS(=O)(=O)c2ccccc2Br)nnc1SC
→ 4	5	0.1	-0.4
O=C(NCc1ccco1)c1ccc2c(c1)NC(=O)C(N1CCCCC1)S2 (stereo not given)
→ 15	5	-0.1	0.5
O=C(CCc1ccccc1)N1CC[C@@H]2[C@H](CCCN2C(=O)[C@@H]2C[C@@H]3C=C[C@H]2C3)C1
→ -4	2	0.1	-0.7
CCn1c(SCC(=O)Nc2cc(OC)ccc2OC)nnc1-c1c[nH]c2ccccc12
→ 1	-11	-0.1	0.0
CCOCCCNC(=O)Cn1cc2c(n1)CCCCC2
→ 1	-6	-0.2	-0.4
CC(C)(C)C1CCC(C(=O)OCC(=O)Nc2ccccc2)CC1 (stereo not given)
→ 1	3	0.0	1.3
COCCCNc1nc(CN2CCN(C3CCCCC3)C(=O)C2)nc2ccc(C)cc12
→ 9	-19	0.0	2.4
CCOc1ccc(-n2cc(C(=O)O)c3cc(OC)c(OC)cc3c2=O)cc1
→ -1	6	0.6	-1.0
O=C(Nc1ccc(-c2noc(-c3cccc([N+](=O)[O-])c3)n2)cc1)c1cccc(Cl)c1
→ -7	8	0.2	-0.7
CCOC(=O)c1sc2nc(SCc3cccc(Cl)c3)n(Cc3ccc4c(c3)OCO4)c(=O)c2c1C
→ -5	3	0.1	1.5
CN(C(=O)c1ccccc1Cl)c1nnc(C23CC4CC(CC(C4)C2)C3)s1
→ -4	-4	-0.1	0.9
Cc1nn(-c2ccccc2)c2sc(C(=O)NC(=S)NCc3cccnc3)cc12
→ 7	4	0.0	0.6
COc1ccc(CC2(CCC(=O)N3CCCC3c3ccc(F)cc3)CCC(=O)N2)cc1 (stereo not given)
→ 3	15	0.5	1.5
COc1ccc(-c2cc(C(F)(F)F)n3nc(C(=O)Nc4cc(C(C)(C)C)on4)cc3n2)cc1
→ 0	1	0.1	-1.6
CN1C(=O)c2ccccc2C(C(=O)O)C1c1cc2c(cc1[N+](=O)[O-])OCO2 (stereo not given)
→ 2	-2	-0.1	1.0
CCCCOc1ccc(C(=O)Nc2sc3c(c2C(=O)OCC)CCC3)cc1
→ -6	-7	0.0	0.2
COc1ccc(C)cc1NC(=O)CN(c1cccc(F)c1)S(C)(=O)=O
→ -4	3	0.0	-1.2
CCOC(=O)c1oc2ccccc2c1NC(=O)CC
→ -12	-70	0.0	0.5
COC(=O)c1ccc2c(=O)n(CCN(C)C)c(=S)[nH]c2c1
→ 1	-2	0.7	-1.0
COc1ccc(C)cc1Nc1c(-c2ccc(C)cc2)c(=O)c1=O
→ 4	12	0.1	0.3
CCOC(=O)N1CCc2c(sc(NCc3cccnc3)c2C(=O)Nc2ccc(OC)cc2OC)C1
→ 4	-12	-0.2	0.4
CC1(C)CC(=O)c2c(CC3CC(=O)NC(=O)C3)nn(-c3ccccc3)c2C1
→ 4	4	0.0	-1.2
COCCNC(=O)CN(c1cccc(C)c1C)S(=O)(=O)c1ccc(C)cc1
→ 13	-17	-0.2	-0.9
CCCCNCCOc1ccccc1CC
→ -6	-2	-0.1	1.0
CCOC(=O)c1ccc(NS(=O)(=O)N2CCOCC2)cc1
→ -2	-5	-0.1	-0.2
CCOCCc1nnc(NC(=O)/C=C/c2ccccc2)s1
→ -4	5	-0.1	-0.3
CSc1nnc2c(n1)OC(c1ccccn1)N(C(C)=O)c1ccccc1-2 (stereo not given)
→ 12	-7	0.0	1.0
O=C(Nc1ccccc1NC(=O)c1cccs1)c1cc2ccccc2o1
→ -6	2	-0.1	-0.7
NS(=O)(=O)c1ccc(NC(=S)NC(=O)c2ccc(-c3cccc([N+](=O)[O-])c3)o2)cc1
→ -5	-4	0.0	0.0
COc1ccc(/C=N/Nc2ccc3ccccc3n2)c(OC)c1OC
→ -40	4	0.0	-0.9
CC(Cc1cccs1)NC(=O)CCc1nnc(CCc2c[nH]c3ccccc23)o1 (stereo not given)
→ 7	17	0.2	0.4
CC1=C(C(=O)Nc2ccccc2)C(c2ccco2)C(C#N)=C(SCC(=O)Nc2ccc(Cl)c(Cl)c2)N1 (stereo not given)
→ -3	-1	0.2	-0.6
O=C(Nc1ccc(S(=O)(=O)Nc2nccs2)cc1)C1CC1c1ccccc1 (stereo not given)
→ -1	-9	0.1	-1.1
Cc1ccc(CN2CCCC(CO)C2)c(C)c1 (stereo not given)
→ -5	-6	-0.2	3.3
O=C1C2C(c3ccccc3)OC3(C(=O)c4ccccc4C3=O)C2C(=O)N1c1cccc(F)c1 (stereo not given)
→ -6	16	0.9	-1.1
O=C(N/N=C(/CSc1ccccn1)c1ccccc1)c1ccccc1O
→ -47	15	-0.1	-3.9
O=C(N1CCCc2ccccc21)N1c2ccccc2Sc2ccccc21
→ -5	-8	-0.2	1.7
CCn1c(SCc2cc(OC)cc(OC)c2)nnc1-c1cn(C)nc1OC
→ 15	-2	0.0	3.3
CS(=O)(=O)c1cccc(S(=O)(=O)N2CCN(c3ccccc3F)CC2)c1
→ 9	14	-0.3	2.3
Cc1ccc(SCC(=O)Nc2nnc(-c3ccco3)o2)cc1
→ -2	5	-0.7	0.5
Cc1cc(N)nc(Oc2ccccc2)n1
→ 11	10	0.3	0.8
COc1ccc(CNC(=O)CN2C(=O)N3CCN=C3c3ccccc32)cc1
→ -2	-4	-0.2	0.1
CC(C)(C)C(=O)N1CCc2nnc(CNC(=O)c3ccccc3)n2CC1
→ -2	11	0.1	-0.5
Cc1cc(NS(=O)(=O)c2ccc(NC(=O)c3ccc([N+](=O)[O-])cc3Cl)cc2)nc(C)n1
→ -8	19	-0.1	-1.3
Cc1cc(=O)oc2cc(NC(=O)c3cc4nc(-c5cccs5)cc(C(F)(F)F)n4n3)ccc12
→ -10	12	0.4	0.2

Additional entries follow:
Values run as follows: TEAD-YAP block	MITF primary	FBW7 act	GPR151 activ
NC(=O)c1cc(-c2csc(N3CCCCC3)n2)ccc1O
→ -19	6	0.1	4.0
CC(=O)c1cccc(NC(=S)NC(=O)/C=C/c2ccco2)c1
→ -11	2	0.0	-0.5
CCOc1ccc(S(=O)(=O)n2cc(F)c(=O)[nH]c2=O)cc1
→ 4	2	0.3	-0.3
Nc1nc(-c2csc3ccccc23)nc2c1ncn2CCN1CCCC1=O
→ -5	18	0.0	-1.2
Cc1nnc(NC(=O)COc2cccc(Cl)c2)s1
→ 1	-5	0.0	-0.2
CCN(CC)C(=O)CN1N=C(c2ccccc2)Cn2c(cc3sccc32)C1=O
→ -2	4	-0.1	0.6
O=S1(=O)c2cccc3cccc(c23)N1Cc1cc2c(cc1Br)OCO2
→ -5	9	0.1	-0.9
CC1CCCC/C1=N/NC(=O)CNc1ccc(Cl)cc1Br (stereo not given)
→ 3	5	-0.1	0.3
O=C(NCCc1nnc2n1CCN(Cc1ccc(OC(F)(F)F)cc1)CC2)c1ccoc1
→ 8	-4	0.0	2.0
S=C1SCCN1C1c2ccccc2Oc2ccccc21
→ 2	1	0.0	1.1
COc1cccc([C@H]2[C@H](C(=O)C34CC5CC(CC(C5)C3)C4)N3C=Cc4ccccc4[C@H]3C2(C#N)C#N)c1
→ 2	-10	0.1	2.1
COC(=O)C1=C(O)/C(=C\c2ccco2)SC1=Nc1ccccc1
→ 5	13	-0.1	-0.4
O=C(CSc1ccc(-c2ccco2)nn1)NCC1CCCO1 (stereo not given)
→ 2	11	0.0	3.4
CC(C(N)=O)N1c2cccc3cccc(c23)S1(=O)=O (stereo not given)
→ -9	-5	0.4	1.4
Cc1ccc(CNC(=O)CCCCCn2c(=S)[nH]c3ccccc3c2=O)cc1
→ 15	-2	-0.2	1.3
COc1ccc(S(=O)(=O)Nc2ccc3oc(C)c(C(=O)OCc4ccccc4)c3c2)cc1
→ -26	16	0.1	-1.0
CC(NC1CCN(c2ccc(NC(=O)c3ccccc3F)cc2)CC1)c1nccs1 (stereo not given)
→ -16	6	0.0	0.8
O=C(Nc1ccc(N2CCOCC2)cc1)c1ccnc(Nc2ccc3ncccc3c2)c1
→ 1	13	-0.3	0.3
COc1ccc(/C=N/Nc2nc(-c3cc4ccc(O)cc4oc3=O)cs2)cc1
→ 7	-14	-0.1	0.0
Cc1ccc2cc(C#N)c(NCCNC(=S)NCCCN(C)C)nc2c1
→ 9	20	0.2	-0.1
Cn1c2c(c(=O)n(C)c1=O)C(c1ccc(Br)cc1)C1=C(CCCC1=O)N2 (stereo not given)
→ 4	-9	-0.1	0.1
Cc1nnc(SCC(=O)Nc2ccc(Br)cc2)[nH]c1=O
→ 8	7	0.0	-1.0
COc1ccc(S(=O)(=O)NCCSCc2ccco2)cc1Cl
→ -2	12	0.1	-2.3
Fc1ccc(-c2nc(-c3ccccc3)no2)cc1
→ -34	17	0.8	-0.4
O=C1Nc2ccc(S(=O)(=O)NC3CCCCC3)cc2C1=O
→ 9	2	-0.1	1.5
O=C(CSc1ncn[nH]1)Nc1ccccn1
→ -6	-6	-0.1	4.0
CCN(CC)S(=O)(=O)c1ccc(-n2nc(C)cc2N)c([N+](=O)[O-])c1
→ -15	11	0.1	1.1
O=C1c2cc3ccccc3cc2C(=O)N1c1cc(Cl)ccc1Cl
→ 5	-3	-0.2	-1.2
CC1(C)CC(=O)C2=C(C1)N(c1ncn[nH]1)C(N)=C(C#N)C2c1ccc(Cl)cc1Cl (stereo not given)
→ -1	-2	0.1	1.3
COc1ccc(CC2(CCC(=O)N3CCSCC3)CCC(=O)N2)cc1 (stereo not given)
→ 8	21	-0.1	-0.7
COc1ccc2c(c1)CC(C(=O)Nc1ccccc1C(N)=O)CO2 (stereo not given)
→ -24	-2	-0.1	-0.6
Brc1ccc(Nc2nc(-c3ccccc3)cs2)cc1
→ -105	-12	0.0	0.2
O=C(NCC(c1ccco1)N1CCOCC1)C(=O)NC1CCCC1 (stereo not given)
→ 14	2	0.0	-0.8
Cc1ccc(C)c(NC(=O)c2cc3nc(-c4ccc(Cl)cc4)cc(C(F)(F)F)n3n2)c1
→ -7	8	-0.1	-1.0
CC(=O)Nc1ccccc1C(=O)C(=O)NCCC1=CCCCC1
→ -2	4	0.2	-0.6
CCN(CC(=O)NC)S(=O)(=O)c1ccc(OC)cc1
→ 3	14	0.2	-2.1
CCOC(=O)C1=C(CSc2nc(N)c(C#N)c(-c3cccs3)c2C#N)OC(N)=C(C#N)C1c1ccccc1 (stereo not given)
→ 7	5	-0.2	-0.2
CC1(C)N(O)C2=C(N=O)CCC(N=O)=C2N1O
→ 2	-12	-0.1	0.0
COc1ccc(-c2c(C#N)c(SCc3ccccc3C)nc(C)c2C(=O)Nc2ccccc2)cc1
→ 5	0	0.1	0.7
COc1ccc(OC)c(S(=O)(=O)Nc2ccc(C)c(C)c2)c1
→ 7	16	0.1	-1.3
Cc1ccc(S(=O)(=O)Nc2ccc(C)cc2C)cc1
→ 4	7	0.0	-0.5
CCN1CCN(CC(=O)Nc2cccc(C)c2)C(=O)C1=O
→ -4	14	0.0	2.3

Screening results deposited in PubChem BioAssay by The Scripps Research Institute Molecular Screening Center.
